# Source: PubChem (several laboratories)
# FAK inh = blocks human focal adhesion kinase activity. biochemical FAK kinase activity assay. AID 727. Q05397. actives 0.84% (n = 97,000). inhibition, %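 (tested at 7 µM)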; in the data active = inhibition above about 19%;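 also: 0% = DMSO and 100% = reference compound high control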
# PostGolgi yeast = growth inhibition of a yeast mutant, post-Golgi transport screen. post-Golgi transport phenotypic cell assay. inhibition, % at 10 µM. actives 0.9% (n = 98,000). AID 739;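 also: yeast cells grown in 1536-well plates; yeast grown about 18 h at 30C before absorbance read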
# PostGolgi ctrl = growth of the yeast control strain, post-Golgi counter-screen. actives 5% (n = 98,000). AID 738. inhibition, % at 10 µM. efflux-deficient yeast background strain, growth absorbance A615, 16 h
# HIV Rev-RRE inh = inhibitors of HIV-1 Rev-RRE RNA interaction. P05866. Rev peptide-RRE RNA binding, FRET. inhibition, % at 8 µM. actives 0.79% (n = 97,000);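 active = inhibition above the screen-wide mean plus 3 SD, cut at about 35% in these data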;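 also: 0% = median DMSO wells and 100% = median Neomycin B control wells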
# Target sequence (P05866 whole entry, looked up): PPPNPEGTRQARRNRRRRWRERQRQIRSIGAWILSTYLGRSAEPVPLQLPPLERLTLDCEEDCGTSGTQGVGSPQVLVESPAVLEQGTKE
#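 Probe or stimulus: fluorescein-Rev peptide as binding partner; assay system: Cy5-tagged RRE RNA duplex with fluorescein-tagged Rev peptide; timing: 5 min compound–RNA preincubation, then 15 min with peptide, 25 °C; medium: HEPES pH 7.5 buffer with KCl, MgCl2, NaCl and EDTA; signal: fluorescein-to-Cy5 FRET, 480 nm excitation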
# S1P2 antag = S1P2 (human) receptor antagonism. inhibition, % at 5 µM. actives 0.21% (n = 97,000). cell-based S1P2 antagonist assay, inhibition at 5 uM. AID 736; in the data active = inhibition above about 45%;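 also: CRE beta-lactamase reporter cells expressing human S1P2 stimulated with S1P; 0% = agonist at EC80 alone and 100% = agonist plus reference antagonist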
# Target sequence (O95136 whole entry, looked up): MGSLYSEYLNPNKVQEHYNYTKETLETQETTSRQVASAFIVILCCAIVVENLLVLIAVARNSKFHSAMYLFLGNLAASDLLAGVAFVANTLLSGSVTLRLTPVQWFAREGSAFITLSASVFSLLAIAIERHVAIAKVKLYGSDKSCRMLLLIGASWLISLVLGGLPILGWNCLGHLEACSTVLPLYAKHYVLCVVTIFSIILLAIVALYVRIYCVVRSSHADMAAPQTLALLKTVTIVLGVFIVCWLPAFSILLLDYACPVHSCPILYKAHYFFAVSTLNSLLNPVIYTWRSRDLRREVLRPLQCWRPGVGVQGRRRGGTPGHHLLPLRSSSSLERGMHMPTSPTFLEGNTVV
# PTPN22 inh 2 = LYP (human) phosphatase inhibition; Q9Y2R2; inhibition, % at 2 µM; actives 0.21% (n = 96,000); recombinant LYP catalytic domain, DiFMUP fluorescence;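 active = inhibition at 2 µM at or above a set limit, the screen mean plus 3 SD, cut at about 24% in these data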;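 also: 0% = DMSO with enzyme and 100% = enzyme fully blocked by orthovanadate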
# S1P2 agonist = S1P2 (human) receptor agonism; AID 729; activation, % at 4.5 µM; S1P2-expressing cell line, agonist reporter read-out; actives 0.46% (n = 97,000); O95136; in the data active = activation above about 16%;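 also: 0% = vehicle low control and 100% = maximal reference agonist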
# EphB4 ephrin blk = EphB4-ephrin-B2 interaction antagonism; AID 720; EphB4 LBD / TNYL-RAW-Alexa532 peptide, fluorescence polarization; inhibition, % at 7 µM; actives 0.15% (n = 97,000);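 active = inhibition above the screen-wide mean inhibition plus 3 SD, cut at about 15% in these data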;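 also: 0% = DMSO wells and 100% = excess unlabeled TNYL-RAW peptide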
# LYP act = LYP (human) phosphatase activation. recombinant LYP, DiFMUP fluorescence; 0 = plate median, 100 = signal doubled. activation, % at 2 µM. actives 0.11% (n = 96,000). AID 697;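 active = activation at 2 µM above a set limit, the mean plus 5 SD, cut at about 37% in these data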
# The depositor's hits bear a star; / = no result given. Rule as the data show it, unless noted: active = inhibition above about 30%; inactive = the rest.
SMILES,FAK inh,PostGolgi yeast,PostGolgi ctrl,HIV Rev-RRE inh,S1P2 antag,PTPN22 inh 2,S1P2 agonist,EphB4 ephrin blk,LYP act
CCOc1ccccc1C1C(C#N)=C(N)Oc2n[nH]c(CC)c21 (stereo not drawn),17,-3,12,1,9,-2,-5,-2,1
COc1ccc(CNC(=O)NCc2ccc(OC)c(OC)c2)cc1OC,0,1,2,2,-4,-13,-2,9,12
COc1ccc(N=CC2=C(O)c3ccccc3C2=O)cc1,6,21,-5,2,-15,6,-2,-1,-4
O=C(NCc1ccccn1)c1cc2n(n1)C(C(F)(F)F)CC(c1ccco1)N2 (stereo not drawn),0,26,6,9,7,7,-7,9,-4
CC(C)(C)NC(=O)C(c1ccccc1)N(Cc1ccco1)C(=O)c1csnn1 (stereo not drawn),-2,4,7,2,0,-14,-2,-3,12
CCC(=O)Nc1ccc(-c2nnc(SCc3ccc(C(=O)Nc4nccs4)cc3)n2CC)cc1,18,1,9,12,18,6,-4,0,-4
COc1ccc(CN2CCN(C(=O)c3cc(OC)c(OC)c(OC)c3)CC2)cc1OC,3,12,8,5,20,9,-5,0,-7
Cc1cccc(C(=O)N2CCN(c3ccccn3)CC2)c1,1,/,/,4,-19,-12,0,3,11
Cc1cccc(NC(=O)C2CCN(S(=O)(=O)c3cccs3)CC2)c1,-1,-2,6,6,-8,1,-8,6,-5
CN(C)c1ccc(C(=O)OCC(=O)Nc2ccc(S(N)(=O)=O)cc2)cc1,-3,-4,5,-4,8,-5,-12,-2,2
COc1ccc(OC)c(/C=N/NC(=O)CCCC(=O)Nc2cccc(Br)c2)c1,3,1,2,13,16,3,-4,3,2
CC(C)Oc1cccc(C(=O)Nc2ccccc2N2CCOCC2)c1,1,23,18,8,-10,3,-6,-2,-3
CC(C)C(=O)N/N=C/c1ccc(OCc2ccccc2)cc1,1,1,5,8,-5,-13,0,1,16
CCCCOc1ccc(-c2nnn(C(C)C(=O)OCC)n2)cc1 (stereo not drawn),1,8,4,10,8,8,-5,2,-9
CC(=O)N=C1SC2CS(=O)(=O)CC2N1c1cccc(Cl)c1Cl (stereo not drawn),0,-33,16,7,2,-18,-3,-6,18
COc1ccc(Cc2nc(-c3ccc(Br)o3)no2)cc1OC,2,0,1,4,-14,4,1,-8,-4
COC(=O)c1ccccc1Sc1c(/C=N/OCc2ccc(Cl)cc2)c(C(F)(F)F)nn1C,1,-2,3,26,-14,1,2,-1,-4
O=C(O)c1ccccc1C(=O)NNc1ccc(Cl)cc1,13,7,1,2,-7,17,-11,-2,-14
CCCOc1ccc(N2C(=O)CC(N(CCc3ccc(OC)cc3)C(=O)c3cccc(F)c3)C2=O)cc1 (stereo not drawn),1,-16,9,3,-5,11,-4,5,-6
Cc1cccc(C(=O)NC2CC(C)(C)NC(C)(C)C2)c1,6,-2,0,13,-3,-2,-6,10,1
COc1ccc(N(CC(=O)N/N=C/c2ccco2)S(=O)(=O)c2ccccc2)cc1,4,8,0,-2,12,4,-3,3,-6
CC(c1ccco1)N(C(=O)Nc1ccc(Cl)cc1)c1ccccn1 (stereo not drawn),0,-2,-5,3,-10,-8,-2,-6,12
CC(=O)Nc1sc(C)c(C)c1C(=O)Nc1ccc(C)cc1,-3,1,11,1,6,-3,-3,-9,6
CC(C)(C)n1nnnc1C(c1cccs1)N1CCN(c2ccccc2)CC1 (stereo not drawn),13,8,36*,4,11,7,-2,-2,-4
COC(=O)/C(=C\Nc1ccc(Cl)cc1Cl)NC(=O)c1ccc(Cl)cc1Cl,2,5,5,9,-2,-11,-8,4,8
# The listing continues:
SMILES,FAK inh,PostGolgi yeast,PostGolgi ctrl,HIV Rev-RRE inh,S1P2 antag,PTPN22 inh 2,S1P2 agonist,EphB4 ephrin blk,LYP act
S=c1[nH]nc(-c2ccncc2)n1CC1CCCO1 (stereo not drawn),1,-9,6,10,-16,0,-7,-2,-2
Cc1cc(C)nc(/N=C(/NC(=O)Nc2cccc(Cl)c2)Nc2ccccc2)n1,-6,2,4,7,2,3,-3,-6,3
Cc1nc2c(C)cccn2c1/C(O)=C1\C(=O)C(=O)N(CCN2CCOCC2)C1c1ccncc1 (stereo not drawn),0,1,2,7,6,5,-5,-5,-6
COc1cc(C2c3c(oc4c(C)cc(C)cc4c3=O)C(=O)N2Cc2cccnc2)ccc1O (stereo not drawn),0,/,/,6,-11,6,-4,1,-2
COc1cccc(NC(=S)NNC(=O)c2c([N+](=O)[O-])c(C)nn2C)c1,-3,-2,8,3,18,4,-7,5,0
Clc1ccc(-c2ccc(-c3nn4c(-c5ccco5)nnc4s3)o2)cc1,17,/,/,0,16,10,-7,-1,-8
Oc1ccccc1/C=N/c1c(-c2ccco2)nc2ccccn12,-4,1,6,10,-6,15,-2,2,-12
CC(C)Cn1cc(C(=O)N2CCN(c3ccccn3)CC2)c2c3ccccc3n(C)c2c1=O,0,-2,5,3,-6,6,-6,-12,-7
Cc1ccc(N2CCN(S(=O)(=O)c3ccc(F)cc3)CC2)c(C)c1,0,-3,25,20,2,2,-9,0,-4
CCCCC(=O)Nc1cccc(-c2nc3ncccc3o2)c1,0,17,14,3,12,-1,-7,-10,-2
Cc1cc(S(=O)(=O)N2CCCC2C(=O)N2CCOCC2)c(C)cc1Cl (stereo not drawn),-2,-6,5,6,14,7,-5,8,-5
CCOC(=O)c1c(C)nc2sc3c(c2c1-c1ccc(OC)cc1)NC(c1ccccc1)NC3=O (stereo not drawn),-2,-5,4,4,-9,23,-5,7,-21
COC(=O)c1ccc(C(=O)OC)c(NC(=O)COC(=O)CC2CC3CCC2C3)c1 (stereo not drawn),-1,1,33*,12,-8,10,-2,1,-11
O=c1cc(/C=C/c2ccccc2)oc2ccccc12,1,0,7,11,4,-3,-5,-2,9
C=CCOc1ccc2c(c1)c(S(=O)(=O)c1ccc(C)cc1)cn2COC,7,2,29,16,-3,4,-5,1,-3
Cc1ccc(NC(=O)c2ccc(C#CC3(O)CCCCC3)cc2)cc1C,-4,-2,5,1,-2,13,-5,7,-8
CCOC(=O)c1c(C)[nH]c(O)c1C=Nc1ccc(C(F)(F)F)cc1,10,-9,8,3,0,5,-7,-2,-2
O=C(OCC(=O)c1ccc[nH]1)c1ccc(S(=O)(=O)N2CCCCC2)cc1,-9,-7,-5,3,11,-2,-4,4,0
S=c1[nH]nc(-c2cc(-c3ccco3)[nH]n2)n1-c1cccc2ccccc12,5,6,0,1,5,-1,-7,8,-2
Clc1ccc(OCCSc2ncccn2)c2ccccc12,5,-3,6,25,-5,3,-3,4,-1
Oc1ccc(Cl)cc1-c1cc(-c2ccccc2Cl)[nH]n1,3,/,/,8,-13,6,-7,4,-6
CCOc1ccc(/C=N/NC(=O)Cc2csc(Nc3cccc(C(F)(F)F)c3)n2)c(OCC)c1,3,12,4,7,-5,5,-4,4,-1
Oc1ccc(COCc2ccccc2)c2cccnc12,-6,-5,10,2,0,-2,-5,6,2
CCOC(=O)c1cnn(-c2ccccc2)c1-c1ccccc1,1,0,19,5,-11,-9,1,-3,10
CCCCSc1nn[nH]n1,1,-1,1,3,24,-1,-4,3,-1

# A second format for some results above.
molecule | FAK inh | PostGolgi yeast | PostGolgi ctrl | HIV Rev-RRE inh | S1P2 antag | PTPN22 inh 2 | S1P2 agonist | EphB4 ephrin blk | LYP act
O=C(OCC(=O)c1ccc[nH]1)c1ccc(S(=O)(=O)N2CCCCC2)cc1 | -9 | -7 | -5 | 3 | 11 | -2 | -4 | 4 | 0
S=c1[nH]nc(-c2cc(-c3ccco3)[nH]n2)n1-c1cccc2ccccc12 | 5 | 6 | 0 | 1 | 5 | -1 | -7 | 8 | -2
Clc1ccc(OCCSc2ncccn2)c2ccccc12 | 5 | -3 | 6 | 25 | -5 | 3 | -3 | 4 | -1
Oc1ccc(Cl)cc1-c1cc(-c2ccccc2Cl)[nH]n1 | 3 | / | / | 8 | -13 | 6 | -7 | 4 | -6
CCOc1ccc(/C=N/NC(=O)Cc2csc(Nc3cccc(C(F)(F)F)c3)n2)c(OCC)c1 | 3 | 12 | 4 | 7 | -5 | 5 | -4 | 4 | -1

# Next section:
SMILES,FAK inh,PostGolgi yeast,PostGolgi ctrl,HIV Rev-RRE inh,S1P2 antag,PTPN22 inh 2,S1P2 agonist,EphB4 ephrin blk,LYP act
O=C(c1ccc(Cl)nc1)N1CCc2ccccc2C1,1,0,-8,0,-4,-2,0,-3,1
O=C(Oc1nsnc1N1CCOCC1)c1ccccc1,1,-6,6,9,-8,9,2,-2,-8
CCCOC(=O)CN1C(=O)c2ccccc2C1=O,-5,-4,-1,-2,15,-14,-4,-6,14
O=c1cc(CSc2nnc(COc3ccccc3Cl)o2)nc2sccn12,0,4,7,-4,-20,-11,-2,-5,8
Cc1ccc(-c2nc3ncccn3c2NC2CCCCC2)o1,1,6,17,7,-5,12,-7,4,-10
CCCCC(CC)C(=O)Nc1ccc(C#N)cc1 (stereo not drawn),6,22,3,4,-24,-6,-7,-5,2
CCN1C(=O)/C(=C\N2CCN(c3cccc(Cl)c3)CC2)SC1=S,1,-3,-9,-1,20,1,-3,-7,-1
O=C1c2ccccc2C(=O)N1OCCOCCOCCON1C(=O)c2ccccc2C1=O,0,-1,4,3,29,-5,-7,0,2
Cc1cc(C)c2nc(C(F)(F)F)nc(NCCCN3CCOCC3)c2c1,4,41*,30,21,-26,4,-6,-1,-2
CN(C)C(CNC(=O)c1cccc(S(=O)(=O)N(C)C)c1)c1ccccc1 (stereo not drawn),3,3,3,-1,-2,-8,-2,1,7
O=C(COC(=O)C1CCCN1C(=O)c1cccs1)Nc1ccc2c(c1)OCO2 (stereo not drawn),0,-5,1,7,13,9,-5,3,-11
COCc1nc2ccccc2n1Cc1ccc(Br)cc1,3,-3,36*,1,-9,1,-3,-13,-2
O=C1NCC2=C1C(c1ccccc1)Nc1ccccc1N2 (stereo not drawn),0,-9,14,3,17,0,-8,1,-2
CC1=Nc2cccc3cccc(c23)N1,9,-4,3,3,-4,9,-7,0,-5
Cc1cnn(-c2cc(N/N=C/c3ccccc3)ncn2)c1,7,3,-2,4,12,-3,-3,1,2
O=C(Nc1ccc(S(=O)(=O)NCc2ccco2)cc1)c1ccc2ccccc2n1,3,-1,12,6,18,2,-3,6,-3
Nc1ccc2c(c1)C(=O)C(=O)c1ccccc1-2,57*,14,14,4,-15,-4,-5,2,4
CC1CCN(c2nnc(NC(=O)Cn3c(=O)oc4ccccc43)s2)CC1,2,0,2,2,-6,0,-3,2,-3
COCCn1c(C)cc(C(=O)CN2C(=O)NC3(CCCCCCC3)C2=O)c1C,-5,-2,2,-1,6,-6,-10,0,3
Cc1ccc(NC(=O)N(C2CCCCC2)C(C)c2cccnc2)cc1C (stereo not drawn),-2,99*,90*,1,32,-1,-5,-4,-2
Cc1nnc(Oc2ccccc2F)c2ccccc12,11,0,29,5,2,11,-1,2,-12
CCOc1cccc(-c2nc(C(N)=O)c3[nH]c(=O)n(-c4cccc(Cl)c4)c3n2)c1O,2,-1,5,4,9,-6,-4,2,4
CCN(CC)C(=O)c1sc2nc(-c3ccc(OC)cc3)cn2c1C,0,-8,-2,0,-1,8,-3,4,-11
CCc1ccc(S(=O)(=O)Nc2c(C)nn(C)c2C)cc1,-3,-7,1,10,16,2,-5,4,0
CCc1ccc(CCC(=O)Nc2ccc(C)cc2C)o1,-2,-2,11,4,-2,4,-5,7,-5
Cc1ccc(-c2n[nH]c(=S)n2/N=C/C=C\c2ccccc2[N+](=O)[O-])cc1,29*,-1,2,0,15,18,-7,3,-15
CC1=C(C(=O)Nc2ccccn2)C(c2ccc(Br)cc2)n2ncnc2N1 (stereo not drawn),2,3,-3,4,8,-1,-4,2,-1
Cc1ccc2oc(-c3ccc(C)c(NC(=O)Cc4cccs4)c3)nc2c1,-3,-8,2,1,-6,5,-14,3,0
CC(C)(C)NC(=O)COc1ccc(CNCc2cccs2)cc1,-1,4,24,5,21,7,-10,2,-4
